# pAkt inh: blocks phosphorylation of Akt; Neuro2A IGF-stimulated pAkt S473 HTRF, 20 min; hits give low values; 0.32% of 360,000 active; AID 651550; activity change, % for hits at 50 µM; in the data active means activity change below about -80%; inconclusive means mostly about -51% to -80%; further: on the % scale 0 is the no-effect control and ±100 the full control effect
#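 Single-point screen (50 µM final compound) in Neuro2A cells stimulated 20 min with 6 nM IGF at 37 deg C. After lysis, Ser473-phosphorylated Akt read by HTRF (ex 330 nm, em 615/665 nm) as the 665/615 ratio.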
# Abeta yeast res: compounds reversing amyloid beta toxicity in yeast. yeast expressing A-beta42, growth rescue, OD600, 48 h; response scale: 0% DMSO, 100% iron-clioquinol control. Potency, µM (doses to about 46.1 µM), for inactives: top-dose growth rescue, usual class: activators. 0.063% of 410,000 active. AID 1347071; further: potency means the concentration at half of the fitted maximal effect; nearly all actives have a fitted effect of over 55% in size
#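 Yeast A-beta toxicity model in growth medium with pinned compounds, 48 h at 30 C; growth read as absorbance at 600 nm. Normalized to FeCl3/clioquinol equimolar mix (positive) and DMSO (negative).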
# TDP43 rescue: rescues yeast growth from TDP-43 toxicity; TDP-43 expressing yeast growth rescue, BacTiter-Glo, 24 h; Potency, µM (highest dose often 46.1 µM), without a hit: at the top dose growth rescue (activation), usual class: activators; 1.8% of 410,000 active; further: potency means the concentration at half of the fitted maximal effect; % of control where 0% means no effect; nearly all actives have a fitted effect of over 50% in size
#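 Growth rescue of TDP-43-toxic yeast measured as ATP luminescence (BacTiter-Glo). Cells grown to mid-log in raffinose, induced in galactose at OD600=0.02, exposed to compound 24 hr at 30 deg C.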
# PTHR1 agonist: activates the human parathyroid hormone receptor PTHR1. Q03431. HEK293 GP2 PTHR1 cells, GloSensor cAMP luminescence, 1 h. Potency, µM (top dose mostly 115 µM), for inactives: at the top dose activation, most hits filed as activators. 0.075% of 410,000 active. AID 743266; further: potency means the concentration at half of the fitted maximal effect; nearly all actives have a fitted effect of over 55% in size; some results filed as inactive show a strong effect at the top dose; inactives centre near -15; many of its hits are not listed in these tables
#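 HEK-293-derived GP2 cells expressing PTHR1 and a GloSensor cAMP reporter, 3,000/well, plated overnight, given luciferin plus IBMX (each 0.5 mM as added) for 1 h at 37 °C, then compound for 1 h at 37 °C. Luminescence was read after 15 min at room temperature.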
# aSyn yeast inh: inhibitors of alpha-synuclein toxicity in yeast | Yeast expressing alpha-synuclein, growth rescue, BacTiter-Glo, 24 h | Potency, µM (titrated, usually from 46.1 µM), for the others: at the highest dose growth rescue (activation), actives largely listed as activators | 0.14% of 370,000 active | AID 652106; further: potency means the concentration at half of the fitted maximal effect; % of control where 0% means no effect; nearly all actives have a fitted effect of over 65% in size
#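 Galactose-induced alpha-syn yeast (OD600=0.02, raffinose-pregrown) + pinned cpd, 24 hr, 30 deg C; growth by BacTiter-Glo luminescence. Growth restoration scores as activation.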
# GLP-1R inv ag: inverse agonists of human GLP-1 receptor; P43220; HEK293 GLP-1R CRE-luciferase, luminescence, 24 h; GLP-1R form is constitutively active; Potency, µM (doses to about 38.3 µM), inactives show at the highest dose activity change, negative = inhibition, usual class: inhibitors; 1.6% of 410,000 active; AID 624417; further: potency means the concentration at half of the fitted maximal effect; on the % scale 0 is the no-effect control and ±100 the full control effect; nearly all actives have a fitted effect of over 55% in size
# Target sequence (P43220 whole entry, looked up): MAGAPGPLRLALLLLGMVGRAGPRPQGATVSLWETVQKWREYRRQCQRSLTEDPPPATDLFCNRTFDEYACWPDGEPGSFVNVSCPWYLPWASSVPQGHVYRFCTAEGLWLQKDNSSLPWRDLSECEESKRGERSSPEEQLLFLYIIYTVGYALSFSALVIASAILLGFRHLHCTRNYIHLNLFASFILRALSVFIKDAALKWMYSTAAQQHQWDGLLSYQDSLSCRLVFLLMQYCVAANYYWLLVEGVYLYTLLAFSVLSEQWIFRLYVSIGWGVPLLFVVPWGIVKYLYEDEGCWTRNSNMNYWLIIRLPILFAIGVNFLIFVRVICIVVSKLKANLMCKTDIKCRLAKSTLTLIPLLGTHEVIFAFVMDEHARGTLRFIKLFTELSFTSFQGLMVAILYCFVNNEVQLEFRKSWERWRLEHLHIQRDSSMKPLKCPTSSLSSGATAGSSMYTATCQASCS
#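 Inverse agonism was detected as reduced cAMP-driven luciferase luminescence after 24 h compound treatment. The cells were HEK293 clones expressing constitutively active human GLP-1R with the reporter. Reporter-only and GPR119 cell lines served as counterscreen controls.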
# D3 antag: D3 dopamine receptor (human) antagonism. P35462. max response, negative = inhibition, %. D3R cells, DiscoveRx beta-arrestin luminescence, antagonist mode; hits give low values. 2.5% of 360,000 active; in the data active means max response below about -50%; inconclusive means no clear call, values can overlap the other calls; further: on the % scale 0 is the no-effect control and ±100 the full control effect; mostly tested at two doses, the higher about 12 µM
# Target sequence (P35462 whole entry, looked up): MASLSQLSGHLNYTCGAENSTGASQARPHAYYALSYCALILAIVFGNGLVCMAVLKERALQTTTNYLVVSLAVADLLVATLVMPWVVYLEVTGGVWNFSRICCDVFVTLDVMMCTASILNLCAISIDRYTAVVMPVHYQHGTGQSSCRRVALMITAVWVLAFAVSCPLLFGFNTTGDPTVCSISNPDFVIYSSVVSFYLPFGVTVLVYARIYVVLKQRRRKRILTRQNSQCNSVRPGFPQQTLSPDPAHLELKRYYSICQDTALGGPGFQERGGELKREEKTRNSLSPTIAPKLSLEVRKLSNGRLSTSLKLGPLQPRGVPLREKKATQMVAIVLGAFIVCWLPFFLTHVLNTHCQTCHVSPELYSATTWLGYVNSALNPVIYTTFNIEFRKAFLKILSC
#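 Cells plated overnight at 1500 cells/well, then exposed to library compounds with dopamine controls for 90 minutes at 37 degrees C. DiscoveRx reagent added for 30–60 minutes at room temperature; luminescence read, quantitative HTS format.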
# GLP1R ag: activates the human GLP-1 receptor. P43220. HEK293 GLP-1R CRE-luciferase, luminescence, 4-6 h; cells express a hypersensitive GLP-1R form. Potency, µM (doses to about 45.6 µM), for inactives: at the top dose activation, actives largely listed as activators. 0.007% of 380,000 active; further: potency means the concentration at half of the fitted maximal effect; % of control where 0% means no effect
# FUS yeast rescue: rescues growth of FUS-expressing yeast; S. cerevisiae FUS-expressing, growth rescue, OD600, 24 h; Potency, µM (top dose mostly 76.6 µM), without a hit: at the top dose growth rescue (activation), hits mostly activators; 0.24% of 390,000 active;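 further: potency means the concentration at half of the fitted maximal effect; plate controls were DMSO vehicle for no effect and reference control for full effect; nearly all actives have a fitted effect of over 55% in size; some results filed as inactive show a strong effect at the top dose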
#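 Yeast expressing FUS under galactose induction, OD 0.005 in 2% galactose medium; compounds in a dilution series, 24 h at 30C. Growth rescue by absorbance at 600 nm; CP55940 positive control, DMSO negative.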
# Active calls of the source: *; i = inactive; ? = inconclusive; . = not tested or not shown; & = joins results of further samples; [ ] = another dose, or the depositor's remark. Unless noted, the call rests on the fitted dose curve; in most records, active means well fitted curve in the direction sought with a large enough effect; inconclusive means small, poorly fitted or top-dose-only effect, or another doubt; inactive means no such curve, though single readings can be large; an effect the other way counts as inactive or inconclusive. These rows are one share of the data; count on the stated rates, not on these rows.
# Each structure is followed by: pAkt inh, Abeta yeast res, TDP43 rescue, PTHR1 agonist, aSyn yeast inh, GLP-1R inv ag, D3 antag, GLP1R ag, FUS yeast rescue
> CS(=O)(=O)Oc1ccc(Br)cc1/C=C1/N=C(c2ccco2)OC1=O
→ i, 2%, 4%, i, -4%, 15%, 5, -2%, .
> O=C(Nc1ccc2c(c1)OCO2)C(=O)c1c[nH]c2ccccc12
→ i, -14%, 2%, -6%, -3%, ?, -24, -3%, 12%
> CCCOC(=O)c1cc(-c2ccc(/C=C3/C(=O)N(C)C(=O)C(C#N)=C3C)o2)ccc1Cl
→ i, 1%, ?, i, 1%, -4%, 3, -1%, 0%
> CN1CCN(c2cc(CNC[C@H]3O[C@@H](n4cnc5c(=O)[nH]c(N)nc54)[C@H](O)[C@@H]3O)ccc2F)CC1
→ i, 3%, 10%, 5%, 1%, 28%, -2, -3%, -10%
> COc1cc(S(=O)(=O)N2CCCCC2)ccc1NC(=O)c1ccncc1
→ i, 8%, 3%, -21%, 1%, 16%, -3, 11%, 7%
> CN1C(=O)C2(C(C#N)=C(N)N(c3cc(Cl)cc(Cl)c3)C3=C2C(=O)CC(C)(C)C3)c2ccccc21 (configuration not stated)
→ i, 13%, -3%, i, 1%, 32%, 5, 2%, 2%
> COc1cccc(-c2nnc(NC(=O)C3CCCCC3)o2)c1
→ i, 6%, 0%, i, 4%, -7%, 1, -3%, -22%
> CCCCNC(=S)N(Cc1c(C)noc1C)c1ccccc1
→ i, 7%, 21%, -1%, 0%, -13%, 16, -4%, -14%
> Cc1cn([C@H]2C[C@H](O)[C@@H](CCC(=O)NCc3ccc(N(C)C)cc3)O2)c(=O)[nH]c1=O
→ i, -5%, 18%, -23%, -1%, 1%, -15, 27%, -31%
> Cn1nc(C(F)(F)F)c(C(=O)Nc2ccc(F)cc2F)c1Sc1cccc(Cl)c1
→ i, -14%, -10%, i, 2%, 13µM*, 21, -10%, 6%
> CC1CCC(NC(=O)c2nn(C)c3c2CS(=O)(=O)c2ccccc2-3)CC1 (configuration not stated)
→ ., -6%, 19%, -5%, 12%, ?, -4, 0%, -2%
> COc1ccc(S(=O)(=O)NCCC(=O)OCc2cc(=O)oc3cc(C)ccc23)cc1[N+](=O)[O-]
→ i, 4%, -25%, -3%, -7%, 3%, 0, 1%, 45%
> Cc1nccn1CC(=O)c1ccccc1
→ i, -3%, 20%, i, 1%, 11%, 0, -1%, 7%
> Cc1cc(C)cc(S(=O)(=O)c2cn(C)c3cc(N4CCN(C)CC4)c(F)cc3c2=O)c1
→ i, 1%, 16%, -31%[inhibitor], 2%, 17%, 16, 0%, -24%
> COc1cccc(CN(C)C(=O)c2ccccc2Sc2ccccc2C#N)c1
→ i, ?, 31%, -27%, 2%, ?, -11, 12%, 27%
> COc1ccc(CNC(=O)CSc2nnc(C)n2-c2ccc(F)cc2)cc1
→ i, -8%, 6%, i, 2%, -17%, 4, 9%, -19%
> O=C(NCc1ccccc1)c1cc(C2CCCCN2C(=O)c2ccc(Cl)cc2)on1 (configuration not stated)
→ i, -6%, 0%, -14%, 2%, 18%, 35, -8%, 33%
> CCOC(=O)c1n[nH]c2ccccc12
→ i, 8%, -2%, i, 9%, 0%, -4, 2%, .
> CC(=O)OCCn1c(Br)nc2c1c(=O)[nH]c(=O)n2C
→ i, -5%, 2%, i, 1%, 3%, -24, -1%, 1%
> O=C(COC(=O)c1ccccc1)Nc1ccccc1N1CCOCC1
→ i, -18%, -9%, -4%[57.5 µM], -8%, -5%, 0, 4%, ?
> O=C(CC(Cc1ccccc1)C(=O)O)Nc1ccc(F)cc1 (configuration not stated)
→ i, -10%, 13%, -21%, -4%, -11%, -7, 0%, -30%
> O=C(NCc1ccc(Cl)nc1)c1csc(COCCO)n1
→ i, 1%, 26%, i, 1%, 35%[activator], 19, -6%, -20%
> O=c1c(Cc2ccccc2)c(O)ccn1Cc1ccco1
→ i, 0%, -17%, -26%, 1%, -2%, -2, -2%, 21%
> CC1CCc2c(sc3nnn(CCCCOc4ccc(Cl)cc4)c(=O)c23)C1 (configuration not stated)
→ ., -2%, -9%, 11%, ., 6%, ., ., -6%
> Fc1ccc(Nc2nc(NCc3cccs3)nc3ccsc23)cc1
→ i, -16%, 22%, i, -26%, ?, 50, 0%, 6%
> Cc1nc(N2CCCCC2)c2c(C)c(C(=O)Nc3ccccc3C(F)(F)F)sc2n1
→ i, -16%, -1%[0.397 µM], -16%, 10%, ?, 8, 23%, 14%
> Nc1ccc(N2C(=O)c3ccccc3C2=O)c(Cl)c1
→ i, -11%, 0%, -10%, -1%&0%, -7%, 5, 16%, -20%
> O=C(Nc1cccc(/C=C/c2nc3ccccc3c(=O)[nH]2)c1)c1ccccc1Cl
→ i, 1%, 4%, -15%, -2%, ?, 44, 11%, -11%
> C=CCn1c(=O)[nH]c2cc(C(=O)N3CCN(c4cccc(Cl)c4)CC3)ccc2c1=O
→ i, 4%, -14%, -32%[inhibitor], -1%, ?, 9, -4%, .
> Cc1ccc(N2CC(C(=O)Oc3cccc(N4C(=O)CCC4=O)c3)CC2=O)cc1 (configuration not stated)
→ i, -17%, -17%, i, -14%, 6%, 4, -8%, 33%
> CCOc1ccc(NCc2nnc(SCC(=O)Nc3cc(C)on3)n2-c2ccc(OC)cc2)cc1
→ i, 10%, 18%, -2%[57.5 µM], 3%, 0%, -13, 6%, 9%
> NNC(=O)CCc1c[nH]c2ccccc12
→ i, -1%, 0%, i, -3%, 5%, 3, 0%, 13%
> O=C(CCS(=O)(=O)c1ccc(Br)cc1)N1CCN(c2ccccc2F)CC1
→ i, -17%[9.22 µM], 12%, -10%, 16%, -12%, -2, 9%, -4%
> Cc1ccc(-c2nnc(Cc3ccc([N+](=O)[O-])cc3)o2)cc1
→ i, -2%, 17%, -11%, 8%, 17%, 14, 16%, 16%
> N#CC1=C2SCN(Cc3ccco3)CN2C(=O)CC1c1ccccc1F (configuration not stated)
→ i, 1%, -17%, i, -16%, 0%, 3, -1%, 21%
> CC(C)c1ccc(NC2=NCC(=O)N2Cc2cccs2)cc1
→ i, 5%, -6%[9.22 µM], -1%, 2%, ?, 6, 18%, 8%
> COc1ccc(NC(=O)Cn2ncc3c4ccccc4n(Cc4ccccc4)c3c2=O)cc1OC
→ ., 0%, ?, i, ., -3%, ., ., -7%
> COc1cc(-c2cnc3c(NC=O)cc(-c4cccc(C(=O)NCCN(C)C)c4)cn23)cc(OC)c1OC
→ i, -10%, 8%, 0%, -1%, 29%, -3, 28%, 8%
> CCOc1ccc(/C=C/C(=O)N2CCOCC2)cc1OC
→ i, -8%, -5%, -9%, -5%, 2%, -13, -1%, -14%
> CCOC(=O)N1CCN(C(=O)c2cn(CC(C)C)c(=O)c3c2c2ccccc2n3C)CC1
→ i, 10%, -19%, -14%[57.5 µM], 7%, 23%, 22, -2%, 8%

# The last six compounds of the part before open the next one:
# Each structure is followed by: pAkt inh, Abeta yeast res, TDP43 rescue, PTHR1 agonist, aSyn yeast inh, GLP-1R inv ag, D3 antag, GLP1R ag, FUS yeast rescue
> N#CC1=C2SCN(Cc3ccco3)CN2C(=O)CC1c1ccccc1F (configuration not stated)
→ i, 1%, -17%, i, -16%, 0%, 3, -1%, 21%
> CC(C)c1ccc(NC2=NCC(=O)N2Cc2cccs2)cc1
→ i, 5%, -6%[9.22 µM], -1%, 2%, ?, 6, 18%, 8%
> COc1ccc(NC(=O)Cn2ncc3c4ccccc4n(Cc4ccccc4)c3c2=O)cc1OC
→ ., 0%, ?, i, ., -3%, ., ., -7%
> COc1cc(-c2cnc3c(NC=O)cc(-c4cccc(C(=O)NCCN(C)C)c4)cn23)cc(OC)c1OC
→ i, -10%, 8%, 0%, -1%, 29%, -3, 28%, 8%
> CCOc1ccc(/C=C/C(=O)N2CCOCC2)cc1OC
→ i, -8%, -5%, -9%, -5%, 2%, -13, -1%, -14%
> CCOC(=O)N1CCN(C(=O)c2cn(CC(C)C)c(=O)c3c2c2ccccc2n3C)CC1
→ i, 10%, -19%, -14%[57.5 µM], 7%, 23%, 22, -2%, 8%
> O=C(NC1CCCC1)C(c1ccccn1)N(C(=O)c1csnn1)C1CC1 (configuration not stated)
→ i, 13%, -9%, ?, -1%, 0%, -14, -10%, 18%
> Cc1cc(OC(C)C(=O)N(Cc2ccco2)C2CCS(=O)(=O)C2)ccc1Cl (configuration not stated)
→ i, 2%, 8%, i, -2%, -24%, 8, -1%, 32%
> COc1ccc(C(=O)NCCNc2nc3cc(C)c(C)cc3cc2C)cc1
→ i, -52%[inhibitor], 0%, 14%, -16%, 21%, 5, 15%, 13%
> O=C(O)c1cc(-c2cccs2)nc2ccc(F)cc12
→ i, 8%, 22%, -9%, 0%, 18%, 1, -6%, -8%
> Cc1ccc(N(C)C(=O)CCS(=O)(=O)c2ccc3c(c2)oc(=O)n3C)cc1
→ i, -15%, 2%, -23%, 3%, 7%, -9, -12%, -6%
> CC(C)(C)OC(=O)C[C@@H]1C/C=C\C[C@@H](CC(=O)N[C@@H](CO)Cc2ccccc2)C(=O)N2CCC[C@H]2COC1=O
→ i, -2%, 20%, -1%, 3%, 0%, 0, -1%, ?
> CCc1ccc(S(=O)(=O)c2cn(Cc3ccc(OC)cc3)c3cc(OC)c(OC)cc3c2=O)cc1
→ ., -2%, 19%, -6%, ., 31%[activator], ., ., 14%
> CC(=O)Oc1ccc(-c2cccc(C(=O)NCC(=O)O)c2)cc1
→ i, 0%, 4%, -13%, -1%, 63%[activator], -21, -9%, 2%
> CC(C)c1ccc(OCC(=O)Nc2ccccc2C(=O)N2CCOCC2)cc1
→ i, 6%, 18%, i, 1%, -1%, -13, 6%, 17%

# Compound activity deposited in PubChem BioAssay by National Center for Advancing Translational Sciences (NCATS).
